HSF1 inh = HSF1 inhibition; activity change, negative = inhibition, % at 7.5 µM (by protocol); 0.77% of 300,000 active; NIH3T3-HGL HSE-luciferase, MG132-induced, luminescence 8 h; stronger effect = lower value;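 active = more than half of replicate wells show activity change below -50%, luminescence cut by over half; inconclusive = some wells, but at most half, below -50%; inactive = no replicate well below -50%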;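 also: luciferase reports HSF-1 transcriptional activity via heat shock element; 0% = median of DMSO wells and -100% = zero luminescence signal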
HSP90 inh = blocks HSP90-mediated luciferase refolding in reticulocyte lysate; Rabbit reticulocyte lysate, luciferase refolding luminescence, 3 h; inhibition, % at 5.6 µM; 0.91% of 290,000 active; AID 1789;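 active = inhibition above the screen-wide mean plus 3 SD, computed separately per campaign, cut at about 16% in these data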;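 also: 0% = DMSO wells and 100% = 60 µM geldanamycin wells; inhibitors lower the luminescence because luciferase stays unfolded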
AI-2 QS mod = Vibrio harveyi AI-2 quorum sensing modulation | Vibrio harveyi JMH597 AI-2 luminescence/OD600 ratio, 9 h; stronger effect = lower value; strain lacks LuxN and CqsS sensors; 0 = neutral-control median | activity change, % at 7.5 µM | 0.4% of 300,000 active | AID 2094; in the data active = activity change below about -75%, passing the limit was not always enough; inconclusive = no clear call, values can overlap the other calls;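 also: luminescence divided by OD600 gain over 9 h not by final OD600 alone; inactives centre near 13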
Dyrk1A ADPGlo = blocks rat Dyrk1A kinase activity | ADP-Glo luminescence, NFATc1 peptide | inhibition, % at 12.5 µM | 0.43% of 310,000 active | AID 504441; in the data active = inhibition above about 50%;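 also: plate controls were vehicle with enzyme for no effect and no enzyme for full effect; many of its hits are not listed in these tables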
PolyA inhibitor = blocks polyadenylation in yeast reporter cells; S. cerevisiae SKY197-pL101 polyadenylation reporter, beta-gal luminescence; efflux-impaired pdr1/pdr3 knockout yeast; score 100 = 6 SD above DMSO; calls only at 12 µM; 0.02% of 300,000 active; AID 1875;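 active = lowest replicate activity score at least 50, where 100 means six control SD above control mean; inconclusive = lowest score under 50 but half or more replicates reach 50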;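 also: yeast exposed to compound for 9 h at 30 °C; higher score means more reporter readthrough which indicates perturbed polyadenylation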
HDAC3 inhib = human HDAC3 inhibition | O15379 | recombinant HDAC3, fluorogenic peptide/trypsin coupled, fluorescence | inhibition, % at 8.3 µM | 0.15% of 320,000 active; in the data active = inhibition above about 26%, passing the limit was not always enough; inconclusive = no clear call, values can overlap the other calls
HSF-1 act = increases HSF-1 driven luciferase reporter signal; 1.7% of 300,000 active; activation, % at 9 µM; NIH3T3-HGL HSF-1 luciferase reporter, MG132, 8 h; 100% = twice DMSO control signal; AID 504408;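 active = mean replicate activation of at least 50% with a set share of replicates each reaching 50%; inconclusive = only one of those two conditions met; inactive = mean below 50% and too few replicates reaching it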;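 also: 0% = median of the neutral control wells and 100% = twice that signal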
Platelet DG rel = modulates dense granule release in human platelets. 0.22% of 300,000 active. inhibition, %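 (compounds screened at 7.5 µM in platelet-rich plasma)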. human platelet-rich plasma, SFLLRN dense granule ATP release, luminescence;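 active = mean replicate score, as percent of positive control, at or above 50; inconclusive = mean below 50 but at least one replicate at or above 50; inactive = mean and every replicate below 50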
GSK3B inh = blocks human GSK3beta kinase activity; P49841; GST-GSK3beta kinase, ADP-Glo luminescence, 60 min; stronger effect = lower value; activity score (negative = inhibition), % at 10 µM; 0.038% of 300,000 active; AID 2097;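 active = more than half of replicate wells score below -50%, meaning over 50% inhibition versus plate controls; inconclusive = some replicates but at most half score below -50%; inactive = no replicate scores below -50%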;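 also: 0% = median DMSO wells and -100% = median GW8510 positive control wells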
Target sequence (P49841 whole entry, looked up): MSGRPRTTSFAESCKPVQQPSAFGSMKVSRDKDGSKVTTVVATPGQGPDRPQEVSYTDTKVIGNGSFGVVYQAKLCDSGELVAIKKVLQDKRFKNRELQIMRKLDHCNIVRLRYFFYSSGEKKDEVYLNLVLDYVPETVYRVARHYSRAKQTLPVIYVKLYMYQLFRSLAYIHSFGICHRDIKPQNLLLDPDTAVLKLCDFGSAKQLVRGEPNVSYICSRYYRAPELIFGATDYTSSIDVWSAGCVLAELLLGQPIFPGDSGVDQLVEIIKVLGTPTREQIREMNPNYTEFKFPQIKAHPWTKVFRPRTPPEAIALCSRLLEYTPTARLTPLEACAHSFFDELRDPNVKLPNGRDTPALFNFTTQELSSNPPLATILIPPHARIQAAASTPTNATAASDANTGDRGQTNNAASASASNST
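Test system: GST-tagged human GSK3beta kinase, cell-free; evaluation: activity score scaled between in-plate DMSO and GW8510 controls; measured by: ADP-Glo luminescence; incubation: 60 min reaction, RT; benchmarks: DMSO and 20 µM GW8510; reagent: peptide substrate plus 25 µM ATP (final); medium: Tris/MgCl2 kinase buffer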
GSK3 alpha inh = human GSK-3 alpha kinase inhibition; inhibition, % at 10 µM; AID 2650; ADP-Glo luminescence, 60 min; 0.1% of 320,000 active; P49840;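 in the data active = inhibition above about 50%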;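 also: GST-tagged GSK-3 alpha with peptide substrate and 25 µM ATP; 0% = DMSO neutral wells and 100% = GW8510 positive control wells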
Target sequence (P49840 whole entry, looked up): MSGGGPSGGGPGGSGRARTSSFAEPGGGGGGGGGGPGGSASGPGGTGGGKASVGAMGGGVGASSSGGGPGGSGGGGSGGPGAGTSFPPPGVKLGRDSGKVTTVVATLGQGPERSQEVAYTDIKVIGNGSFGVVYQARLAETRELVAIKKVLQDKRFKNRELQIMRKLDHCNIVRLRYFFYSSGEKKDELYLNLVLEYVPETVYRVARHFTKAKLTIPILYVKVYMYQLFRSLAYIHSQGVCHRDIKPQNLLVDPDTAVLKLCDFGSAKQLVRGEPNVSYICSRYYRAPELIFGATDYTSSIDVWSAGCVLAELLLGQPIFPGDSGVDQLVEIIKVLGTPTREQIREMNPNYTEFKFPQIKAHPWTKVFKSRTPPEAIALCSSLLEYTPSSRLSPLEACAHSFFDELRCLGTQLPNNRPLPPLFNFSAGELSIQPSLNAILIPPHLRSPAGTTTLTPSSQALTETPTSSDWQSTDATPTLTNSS
An asterisk follows results filed as active; i = inactive; ? = inconclusive; . = not tested or not shown; & = joins results of further samples. Not all compounds are listed; the hit share may differ from the screen's.

Below each SMILES: Dyrk1A ADPGlo | HDAC3 inhib | HSP90 inh | AI-2 QS mod | PolyA inhibitor | Platelet DG rel | GSK3B inh | HSF-1 act | HSF1 inh | GSK3 alpha inh
- CC(C)c1nc(-c2c(N)n(C)c(=O)n(C)c2=O)sc1C(=O)C(C)(C)C
 : -6 | -4 | -5 | 12 | i | 5 | -2 | 16 | -7 | 1
- CCOC(=O)N/N=C/c1cn(CCCOc2ccccc2)c2ccccc12
 : 10 | . | -1 | 18 | i | 9 | 2 | 19 | 13 | .
- Cc1ccc(-c2csc(NC(=O)CN3CCOCC3)n2)cc1
 : -3 | 1 | -2 | 23 | i | -7 | 2 | 12 | 6 | -3
- O=C(CSc1nnc(COc2ccccc2)n1Cc1ccco1)c1ccc(F)cc1
 : -5 | 6 | 7 | 6 | i | 3 | -1 | 18 | 3 | -1
- O=C(c1ccc(Br)c([N+](=O)[O-])c1)N1CCN(Cc2ccccc2)CC1
 : -1 | 2 | 0 | 10 | i | 0 | -6 | -7 | 2 | -6
- COc1ccc(Cl)c2sc(N3CCN(C(=O)C4=COCCO4)CC3)nc12
 : 2 | 2 | . | 26 | i | 3 | 2 | -12 | -8 | -2
- O=C(CO/N=C/c1ccccc1O)NNC(=O)c1ccccc1Cl
 : -9 | -1 | -1 | 32 | i | 2 | 2 | 1 | 1 | -3
- O=C(Cn1ccc2ccccc2c1=O)Nc1ccc2c(c1)OCO2
 : -8 | -1 | -1 | -56 | i | 2 | 0 | -13 | -13 | -2
- O=C(CN1CCCC1)N/N=C/c1ccc(-c2cccc(Cl)c2)o1
 : 12 | 13 | 0 | 10 | i | 2 | 3 | 21 | 17 | 7
- COc1ccc(C(=O)NCCCCc2ccccc2)cc1
 : . | -1 | . | 11 | i | -6 | 3 | 19 | -9 | 1
- COc1ccc(NC(=O)c2cccc(OC(=S)N3CCOCC3)c2)cc1
 : 5 | -1 | -4 | 0 | i | -1 | -21 | 6 | 4 | -3
- CCOc1ccccc1O[C@H](c1ccccc1)[C@H]1CNCCO1
 : 3 | 0 | . | 12 | i | -1 | -2 | -17 | 0 | -2
- CCN(C(=O)C1=COCCO1)c1nc2c(C)cccc2s1
 : 7 | -1 | . | 6 | i | 0 | 3 | 9 | 11 | -1
- O=C(NCc1ccc2c(c1)OCO2)c1cccc(S(=O)(=O)N2CCCCC2)c1
 : 8 | -4 | -3 | 29 | i | -7 | 1 | 3 | -1 | -2
- CNC(C)C#Cc1ccc2oc3cc(C)c(C)cc3c(=O)c2c1 (stereo not drawn)
 : 4 | -3 | . | 3 | i | -4 | 0 | ? | 34 | 0

Later entries
Below each SMILES: Dyrk1A ADPGlo | HDAC3 inhib | HSP90 inh | AI-2 QS mod | PolyA inhibitor | Platelet DG rel | GSK3B inh | HSF-1 act | HSF1 inh | GSK3 alpha inh
- Cc1cccc(NC(=O)c2cnn3ccccc23)c1C
 : 15 | . | -3 | 7 | i | 3 | 2 | 21 | 20 | -5
- O=C(CN1C(=O)NC2(CCCC2)C1=O)NCCN1C(=O)S/C(=C\c2ccccc2F)C1=O
 : -4 | 6 | . | 20 | i | -3 | 3 | 55* | 14 | 6
- CCOc1ccc2nc(Nc3nc(CSc4nnnn4-c4ccccc4)cc(=O)[nH]3)nc(C)c2c1
 : 0 | -3 | -6 | 16 | i | 1 | 1 | 1 | -6 | 1
- c1ccc2[nH]c(-c3ccnc4ccccc34)nc2c1
 : 17&5 | -6&-8 | 0&1 | 17&11 | i | -2&1 | -6&-5 | 24&13 | 10&14 | -1&2
- C#CCn1c(=NC(=O)c2ccc(S(=O)(=O)N3CCc4ccccc4C3)cc2)sc2cc(S(N)(=O)=O)ccc21
 : -5 | -2 | 1 | 32 | i | -9 | -1 | 2 | -2 | -1
- O=C(CSc1ccc2c(c1)OCCO2)NCC1CCCO1 (stereo not drawn)
 : 3 | 0 | 0 | 21 | i | 5 | 0 | 14 | -1 | 0
- Cc1ocnc1C(=O)Nc1ccc(Cl)cc1
 : 6 | -7 | 4 | 64 | i | 10 | 0 | 45 | 24 | 8
- Cc1cc(-c2ccc(C(C)C)c(S(=O)(=O)NCc3ccco3)c2)on1
 : . | 3 | -1 | 22 | i | 5 | 1 | 8 | -2 | -1
- O=C(Nc1nc2ccsc2c(=O)s1)c1ccc(F)cc1
 : . | 12 | 5 | 13 | i | 0 | 2 | 31 | 6 | 0
- CC(=O)c1cccc(NC(=O)CCn2c(=S)oc3ccccc32)c1
 : 0 | 2 | -1 | 26 | i | 1 | 0 | 14 | 10 | -1
- CCOC(=O)c1ccccc1NC(=O)c1cc(S(=O)(=O)N2CCOCC2)ccc1F
 : 9 | -2 | -2 | 24 | i | -13 | 0 | 17 | 9 | -5
- O=C(CO/N=C/c1ccc(Cl)cc1Cl)NNC(=O)c1cccc(Cl)c1
 : -5 | -4 | 1 | 20 | i | 0 | -6 | -2 | 7 | -1
- O=C(NCc1ccc2c(c1)OCO2)C1CCCN(S(=O)(=O)c2cccs2)C1 (stereo not drawn)
 : 4 | 1 | 0 | 4 | i | 8 | 2 | 4 | -2 | -5
- CCOC(=O)c1c(C)n(C)c2ccc(O)c(CN(CC)CC)c12
 : 7 | 6 | 2 | 19 | i | 3 | 0 | 15 | 3 | 3
- Cc1ccc(S(=O)(=O)N2CCC(C(=O)N[C@H](C(=O)N3CCN(C)CC3)C(C)C)CC2)cc1
 : 5 | -7 | 0 | -1 | i | 17 | 2 | -5 | 5 | -3

Remaining list, next part:
Below each SMILES: Dyrk1A ADPGlo | HDAC3 inhib | HSP90 inh | AI-2 QS mod | PolyA inhibitor | Platelet DG rel | GSK3B inh | HSF-1 act | HSF1 inh | GSK3 alpha inh
- CCOC(=O)c1sc(NC(=O)Cc2ccc(C)cc2)nc1C
 : 7 | 0 | 0 | 10 | i | 1 | 0 | 7 | 1 | 11
- O=[N+]([O-])c1cccc(S(=O)(=O)N/N=C\c2ccc3c(c2)OCO3)c1
 : 17 | 7 | 0 | 19 | i | -6 | 4 | -6 | -6 | -3
- COc1cc2c(cc1NC(=O)/C=C/c1cc(OC)c(OC)c(OC)c1)oc1ccccc12
 : -4 | 0 | -1 | 15 | i | 0 | 0 | -56 | -48 | -1
- O=S(=O)(NCCC(c1ccc(F)cc1)c1ccco1)c1ccccc1 (stereo not drawn)
 : -6 | 11 | 0 | -13 | i | 5 | -3 | -12 | 6 | 1
- NC(=O)C1CCN(C(=O)c2cccc3ccccc23)CC1
 : -4 | 2 | 0 | 8 | i | -1 | 2 | 3 | -4 | 1
- CCOC(=O)c1cnc2cc(C)nn2c1C
 : 2 | -2 | -4 | 16 | i | -3 | -3 | -14 | -15 | 0
- S=c1[nH]nc(COc2cccc3ccccc23)n1Cc1ccccc1
 : -3 | 0 | 1 | 18 | i | 12 | 2 | 13 | 14 | -1
- CCC(=O)N1CCN=C1SCc1cc(C)ccc1C
 : 0 | -12 | 0 | 20 | i | -1 | 1 | 0 | -2 | -6
- O=C(CN1CCN(S(=O)(=O)c2ccc(Br)cc2)CC1)N/N=C/c1cccnc1
 : -1 | 0 | -2 | 11 | i | -3 | -3 | 15 | -2 | -1
- CC(=O)N1CCCc2cc(S(=O)(=O)N3CCCC(C(=O)Nc4ccccc4C)C3)ccc21 (stereo not drawn)
 : 2 | 1 | -3 | 16 | i | -2 | 3 | -8 | -2 | 1
- CN(C)C=NC(=O)c1cc(C(=O)c2ccc(Cl)cc2)c[nH]1
 : -6 | 8 | -2 | 6 | i | 2 | -6 | -4 | -2 | 21
- Cc1ccc([N+](=O)[O-])cc1-c1ccc(/C=N/NC(=O)c2cc3c(ccc4ccccc43)o2)o1
 : -2 | 4 | 5 | 11 | i | -1 | 1 | -10 | -9 | -3
- CCOc1ccc(NC(=O)c2ccc3snnc3c2)cc1
 : -10 | 2 | -2 | 19 | i | 0 | 1 | 25 | 2 | -1
- CC1CC(C)(C)Nc2ccc(OC(=O)c3ccco3)cc21 (stereo not drawn)
 : 1 | 6 | 6 | 10 | i | 14 | -2 | -29 | -10 | 2
- CC1CCN(C(=O)CCCC(=O)N2CCC(C)CC2)CC1
 : -2 | 7 | -1 | 27 | i | 4 | -1 | -5 | -2 | 1

Going on with the list:
Below each SMILES: Dyrk1A ADPGlo | HDAC3 inhib | HSP90 inh | AI-2 QS mod | PolyA inhibitor | Platelet DG rel | GSK3B inh | HSF-1 act | HSF1 inh | GSK3 alpha inh
- COc1ccc(OC)c(-c2nc(C)sc2CC(=O)O)c1
 : -3 | -2 | -1 | 1 | i | -7 | 2 | -17 | -2 | -1
- Cc1cccc(NC(=S)NNC(=O)c2csc3c2CCC(C)C3)c1 (stereo not drawn)
 : 62* | . | 11 | 47 | i | 2 | -1 | -17 | -21 | .
- O=C(CN1CCN(Cc2cccc(F)c2)CC1)NCc1ccccc1
 : -9 | -3 | 0 | -1 | i | -5 | -3 | 15 | -1 | -1
- COc1ccc2c(C)cc(C)nc2n1
 : -5 | -2 | 3 | 7 | i | -1 | -1 | -2 | -3 | -2
- CC(C)(CO)CNC(=O)c1ccc2nc(Cc3cccc(Cl)c3)oc2c1
 : 16 | -6 | -2 | 10 | i | -5 | -5 | 2 | -2 | 1

Grouped by structure, those above with an aryl methoxy group
Below each SMILES: Dyrk1A ADPGlo | HDAC3 inhib | HSP90 inh | AI-2 QS mod | PolyA inhibitor | Platelet DG rel | GSK3B inh | HSF-1 act | HSF1 inh | GSK3 alpha inh
- COc1ccc(Cl)c2sc(N3CCN(C(=O)C4=COCCO4)CC3)nc12
 : 2 | 2 | . | 26 | i | 3 | 2 | -12 | -8 | -2
- COc1ccc(C(=O)NCCCCc2ccccc2)cc1
 : . | -1 | . | 11 | i | -6 | 3 | 19 | -9 | 1
- COc1ccc(NC(=O)c2cccc(OC(=S)N3CCOCC3)c2)cc1
 : 5 | -1 | -4 | 0 | i | -1 | -21 | 6 | 4 | -3
- COc1cc2c(cc1NC(=O)/C=C/c1cc(OC)c(OC)c(OC)c1)oc1ccccc12
 : -4 | 0 | -1 | 15 | i | 0 | 0 | -56 | -48 | -1
- COc1ccc(OC)c(-c2nc(C)sc2CC(=O)O)c1
 : -3 | -2 | -1 | 1 | i | -7 | 2 | -17 | -2 | -1
- COc1ccc2c(C)cc(C)nc2n1
 : -5 | -2 | 3 | 7 | i | -1 | -1 | -2 | -3 | -2
